GLP1R cytotox: qHTS of GLP-1 Receptor Inverse Agonists: Cytotox Screen. HEK293 cAMP-luciferase reporter cells, luminescence, 24 h. Potency, µM (doses to about 38.3 µM), for the others: at the highest dose activity change, negative = inhibition, usual class: inhibitors. hit rate 0.13% among 410,000;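 further: loss of luciferase light is scored as toxicity; potency means the concentration at half of the fitted maximal effect; on the % scale 0 is the no-effect control and ±100 the full control effect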
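Cells in DMEM/10% Nu serum/1% pen-strep, 1536-well format. Pre-incubated 12 h, dosed with 23 nL compound, incubated a further 24 h. Luciferase detection, 12 min at room temp, luminescence.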
SW480 rerep: A quantitative high throughput screen for small molecules that induce DNA re-replication in SW480 colon adenocarcinoma cells; Potency, µM (top dose mostly 46.1 µM), for the others: at the highest dose re-replication activation, usual class: activators; AID 624297, 2012; SW480 DNA re-replication, Hoechst DNA content imaging, 48 h; hit rate 1.8% among 340,000; further: potency means the concentration at half of the fitted maximal effect; % of control where 0% means no effect; nearly all actives have a fitted effect of over 55% in size
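Per well, 250 cells were exposed to pinned compound for 48 hr. Nuclear DNA was visualised with Hoechst (40 min, 37 C) and total object intensity recorded by fluorescence scanning.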
HT1080NT lethal: qHTS for induction of synthetic lethality in tumor cells producing 2HG: qHTS for the HT-1080-NT fibrosarcoma cell line; HT-1080-NT fibrosarcoma viability, CellTiter-Glo ATP luminescence, 48 h; Potency, µM (top dose mostly 46.1 µM), without a hit: at the top dose activity, negative = less viability, hits mostly cytotoxic; hit rate 1.6% among 360,000;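 further: NT is the 2HG producing partner of a matched IDH1 knockdown line; potency means the concentration at half of the fitted maximal effect; 0% = DMSO-treated cells and -100% = media-only wells without cells; nearly all actives have a fitted effect of over 55% in size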
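Toxicity toward the 2HG-producing NT line was scored as %Activity, normalised to DMSO and no-cell wells, from CellTiter-Glo luminescence after 48 hours' treatment.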
IL-1B inflam inh: qHTS for Inhibitors of Inflammasome Signaling: IL-1-beta AlphaLISA Primary Screen; THP-1 LPS/ATP IL-1B secretion, AlphaLISA, 16 h; stronger effect = lower value; activity change, % at 57.5 µM; hit rate 4.7% among 360,000; AID 743279, 2014; in the data active means activity change below about -50%; inconclusive means mostly about -30% to -49%; further: on the % scale 0 is the no-effect control and ±100 the full control effect
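THP-1 cells pretreated 1 hr with compounds (up to 57.5 uM final), then stimulated with LPS (250 ng/mL final) plus ATP (1.25 mM final); secreted IL-1B measured by AlphaLISA after 16 hr, decreased signal indicating inhibition.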
DRD3 agonist: qHTS of D3 Dopamine Receptor Agonist: qHTS | D(3) dopamine receptor (Homo sapiens), P35462 | D3R DiscoveRx beta-arrestin cells, luminescence, 90 min | max activation, % | hit rate 0.58% among 410,000 | AID 652048, 2013; in the data active means max activation above about 30%; further: 0% is about no effect; mostly tested at two doses, the higher about 12 µM
Target sequence (P35462 whole entry, looked up): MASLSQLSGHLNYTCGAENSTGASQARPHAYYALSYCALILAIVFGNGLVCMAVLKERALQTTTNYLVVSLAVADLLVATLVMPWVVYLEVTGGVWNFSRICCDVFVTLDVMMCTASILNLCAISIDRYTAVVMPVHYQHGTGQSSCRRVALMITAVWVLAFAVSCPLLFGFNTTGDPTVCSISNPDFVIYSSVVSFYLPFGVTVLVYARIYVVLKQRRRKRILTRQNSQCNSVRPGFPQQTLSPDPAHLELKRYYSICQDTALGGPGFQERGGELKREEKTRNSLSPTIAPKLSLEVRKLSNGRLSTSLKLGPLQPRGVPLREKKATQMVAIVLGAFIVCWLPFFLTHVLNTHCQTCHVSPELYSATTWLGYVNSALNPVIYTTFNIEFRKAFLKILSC
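Agonist-mode cell screen: cells plated at 1500/well and incubated overnight at 37 °C, then exposed to library compounds for 90 min at 37 °C. Detection reagent was added for 30–60 min at room temperature, and luminescence was read.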
HT1080 IDH1KD tx: qHTS for induction of synthetic lethality in tumor cells producing 2HG: qHTS for the HT-1080-IDH1KD cell line; HT-1080 IDH1 knockdown viability, ATP luminescence, 48 h; hit rate 2% among 360,000; Potency, µM (doses to about 46.1 µM), without a hit: at the highest dose activity, negative = toxicity, hits mostly cytotoxic;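 further: potency means the concentration at half of the fitted maximal effect; 0% = DMSO wells and -100% = cell-free medium wells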
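Cytotoxicity counter-line: IDH1KD HT-1080, 48 h, CellTiter-Glo. Curves classed by r2, magnitude and activity.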
KB-3-1 tox: qHTS assay for MDR1-selective chemotherapeutics: Primary screen using the parental adenocarcinoma cell KB-3-1. KB-3-1 viability, CellTiter-Glo ATP luminescence, 72 h. Potency, µM (series often up to 46.1 µM), inactives show top-dose activity change, negative = cytotoxic, hits mostly cytotoxic. hit rate 1.4% among 400,000; further: potency means the concentration at half of the fitted maximal effect; on the % scale 0 is the no-effect control and ±100 the full control effect; nearly all actives have a fitted effect of over 60% in size
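Cells are dispensed, compounds pinned in, plates held at 37 °C for 72 h, then CellTiter-Glo is added and luminescence read after 10 minutes. Cell line: parental KB-3-1 in phenol-red-free DMEM, 10% FBS.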
KB-V1 MDR tox: qHTS assay for MDR1-selective chemotherapeutics: Primary screen using the drug-selected MDR subline cells KB-V1; Potency, µM (titrated, usually from 46.1 µM), without a hit: at the highest dose activity change, negative = cytotoxicity, usual class: cytotoxic; AID 1347076, 2019; hit rate 3.4% among 400,000; KB-V1 MDR cells viability, CellTiter-Glo, 72 h; further: potency means the concentration at half of the fitted maximal effect; on the % scale 0 is the no-effect control and ±100 the full control effect; nearly all actives have a fitted effect of over 60% in size
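KB-V1 MDR subline cells in DMEM (phenol-red free, 10% FBS) exposed to compounds in qHTS concentration series for 72 h at 37 degrees C. Viability read by CellTiter-Glo luminescence; concentration-effect curves fitted after normalization and correction.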
MCF10A rerep: A quantitative high throughput screen for small molecules that induce DNA re-replication in MCF 10a normal breast cells | MCF 10A DNA re-replication, Hoechst nuclear intensity, 48 h | Potency, µM (doses to about 46.1 µM), for the others: top-dose activity, positive = re-replication, most hits filed as activators | hit rate 2.9% among 350,000; further: potency means the concentration at half of the fitted maximal effect; % of control where 0% means no effect; nearly all actives have a fitted effect of over 50% in size
* hit, by the source's call; i = inactive; u = inconclusive; x = no result given; [ ] = dose if it differs, or a comment. Unless noted, the call rests on the fitted dose curve; in most records, active means well fitted curve in the direction sought with a large enough effect; inconclusive means small, poorly fitted or top-dose-only effect, or another doubt; inactive means no such curve, though single readings can be large; an effect the other way counts as inactive or inconclusive.

Field names – A = GLP1R cytotox; B = SW480 rerep; C = HT1080NT lethal; D = IL-1B inflam inh; E = DRD3 agonist; F = HT1080 IDH1KD tx; G = KB-3-1 tox; H = KB-V1 MDR tox; I = MCF10A rerep
Cc1cc(OC(=O)c2ccccc2C(F)(F)F)c([N+](=O)[O-])c(=O)[nH]1
  A = 2%; B = -11%; C = -8%; D = -6; E = -5; F = 0%; G = -2%; H = 4%; I = 1%
COc1ccc(Cl)cc1NC(=O)C(=O)NC1CCCCCC1
  A = -6%; B = -6%; C = 21%; D = 17; E = 2; F = 27%; G = 4%; H = -6%; I = -4%
O=C(NNC(=O)C1CCN(Cc2ccc(F)cc2Cl)CC1)Nc1ccc([N+](=O)[O-])cc1
  A = 8%; B = u; C = -10%; D = -17; E = -8; F = 1%; G = -21%; H = 2%; I = u
O=C(c1cccs1)N1CCN(C(=O)c2cccs2)C1=S
  A = u; B = 16µM*; C = u; D = -95*; E = -6; F = 21µM*; G = 15µM*; H = 2.9µM*; I = 5.8µM*
COc1cccc(-c2cnc3c(c2)C(=O)N([C@H](C)CO)C[C@@H](C)[C@H](CN(C)C(=O)Nc2ccccc2F)O3)c1
  A = 6%; B = x; C = -2%; D = 16; E = 2; F = 9%; G = -3%; H = -3%; I = x
COc1ccccc1C(=O)Nc1ccnn1C1CCN(C(=O)c2cnsn2)CC1
  A = 10%; B = -14%; C = 0%; D = i; E = -4; F = -1%; G = 8%; H = -29%; I = 5%
CC(OC(=O)CCN1C(=O)C2CC=CCC2C1=O)C(=O)Nc1ccc(F)cc1 (stereo not drawn)
  A = -9%; B = -76%[inhibitor]; C = 9%; D = 8; E = -2; F = 8%; G = -2%; H = -2%; I = u
CN(C(=O)COC(=O)C1COc2ccccc2O1)C1(C#N)CCCCC1 (stereo not drawn)
  A = 2%; B = 1%; C = -4%; D = 0; E = 2; F = -1%; G = -1%; H = -1%; I = -8%
c1ccc2c(c1)nc(NCc1ccc3c(c1)OCO3)n2CCN1CCOCC1
  A = 0%; B = 1%; C = -7%; D = 0; E = -3; F = 0%; G = 10%; H = 9%; I = -2%
COC(=O)c1[nH]c(C)c(/C(O)=C2\C(=O)C(=O)N(CCN3CCOCC3)C2c2ccco2)c1C (stereo not drawn)
  A = 8%; B = -7%; C = 9%; D = 14; E = 2; F = 19%; G = 10%; H = -7%; I = -3%
O=[N+]([O-])c1ccc2nc(SCc3cn4cccnc4n3)[nH]c2c1
  A = 5%; B = 4%; C = 29%; D = 0; E = -13; F = -3%; G = 13%; H = -9%; I = 3%
Cn1c(=O)c2c(nc(CN3CCCCC3)n2CCc2ccccc2)n(C)c1=O
  A = 14%; B = -9%; C = 1%; D = -4; E = -5; F = -10%[9.24 µM]; G = -5%; H = u; I = 2%
CC(C)c1ccc(NC(=O)CSc2nc(=O)n(Cc3cccnc3)c3c2CCC3)cc1
  A = -2%; B = x; C = x; D = x; E = -16; F = x; G = -8%; H = -39%; I = x
CCc1ccc(NC(=O)C(=O)NNC(=O)c2ccc(OC)cc2)cc1
  A = 0%; B = -1%; C = -28%; D = 0; E = -2; F = u; G = 9%; H = 10%; I = 26%
CCCCNC(=O)c1sc(=S)n2c1[nH]c(=O)c1ccc(C(=O)NCCc3ccc(OC)c(OC)c3)cc12
  A = -26%; B = -34%[inhibitor]; C = 2%; D = -11; E = 10; F = -3%; G = 1%; H = -29%; I = 2%
CC(=O)c1ccc(-n2nnnc2SCC(=O)NNC(=O)c2ccco2)cc1
  A = 7%; B = 4%; C = -5%; D = 29; E = -8; F = 13%; G = 9%; H = -2%; I = 7%
CC1CCCCC1NC(=O)C1CCCN1S(=O)(=O)c1cccc2nsnc12 (stereo not drawn)
  A = 3%; B = 4%; C = 6%; D = 13; E = -1; F = 10%; G = -7%; H = 17%; I = 0%
COc1cc(/C=N/n2c(-c3cc(C)[nH]n3)n[nH]c2=S)ccc1O
  A = 9%; B = -4%; C = 0%; D = 39; E = 10; F = 8%; G = 0%; H = 18%; I = 6%
CN(C)/N=C/C=C1\CCC/C(=C/c2cccs2)C1=O
  A = 1%; B = u; C = u; D = u; E = -18; F = 18%; G = -4%; H = u; I = 23µM*
c1ccc(CSc2ccc(-c3cccnc3)nn2)cc1
  A = -2%; B = 7%; C = -7%; D = -28; E = -3; F = -2%; G = 0%; H = -21%; I = u
CCOC(=O)N1CCN(S(=O)(=O)N2CCCC(C(=O)NCc3ccc(F)cc3)C2)CC1 (stereo not drawn)
  A = -30%; B = 0%; C = 7%; D = 10; E = 4; F = 13%; G = 14%; H = -3%; I = 13%
CCOc1ccc(-n2c(SCC(=O)c3ccccc3)nc3c([nH]c4ccccc43)c2=O)cc1
  A = -4%; B = x; C = x; D = x; E = -10; F = x; G = 0%; H = -13%; I = x
CCN(Cc1ccccc1)Cc1c(O)ccc2c(=O)c(-c3ccccc3Cl)coc12
  A = 0%; B = x; C = x; D = x; E = 0; F = x; G = -1%; H = -14%; I = x
COc1ccccc1CNC(=O)C1CCN(S(=O)(=O)c2ccc(N3CCCC3=O)cc2)CC1
  A = -5%; B = 5%; C = 17%; D = 1; E = -2; F = 0%; G = 16%; H = 12%; I = 0%
COc1ccc(S(=O)(=O)N2CCCC2CNC(=O)C(=O)NCc2ccc(C)cc2)cc1 (stereo not drawn)
  A = -12%; B = -6%; C = -22%; D = -7; E = -13; F = -13%; G = -3%; H = -6%; I = u

Reprinted from the part before: two entries, followed by the next part.
Field names – A = GLP1R cytotox; B = SW480 rerep; C = HT1080NT lethal; D = IL-1B inflam inh; E = DRD3 agonist; F = HT1080 IDH1KD tx; G = KB-3-1 tox; H = KB-V1 MDR tox; I = MCF10A rerep
COc1ccccc1CNC(=O)C1CCN(S(=O)(=O)c2ccc(N3CCCC3=O)cc2)CC1
  A = -5%; B = 5%; C = 17%; D = 1; E = -2; F = 0%; G = 16%; H = 12%; I = 0%
COc1ccc(S(=O)(=O)N2CCCC2CNC(=O)C(=O)NCc2ccc(C)cc2)cc1 (stereo not drawn)
  A = -12%; B = -6%; C = -22%; D = -7; E = -13; F = -13%; G = -3%; H = -6%; I = u
COc1cc(-c2noc(-c3ccc(NC4CCCC4)c([N+](=O)[O-])c3)n2)cc(OC)c1OC
  A = 5%; B = x; C = x; D = x; E = 4; F = x; G = 1%; H = 6%; I = x
CCc1ccc2[nH]c(=O)c(C(c3nnnn3CCOC)N3CCN(c4ccc(F)cc4)CC3)cc2c1 (stereo not drawn)
  A = 2%; B = 5%; C = u; D = -8; E = -10; F = u; G = -28%; H = -15%; I = 15%
COC(=O)c1[nH]c2ccccc2c1NC(=O)Oc1ccccc1
  A = -7%; B = -8%; C = -7%; D = 27; E = -2; F = -16%[9.24 µM]; G = 11%; H = -1%; I = -1%
Cc1ccc(NC(=O)c2ccc3c(c2)OCO3)cc1S(=O)(=O)N1CCOCC1
  A = -3%; B = -2%; C = 1%; D = 4; E = -6; F = -1%; G = -13%; H = 0%; I = 0%
CCCC(=O)N/C(N)=N/c1nc(C)c2cc(C)ccc2n1
  A = -14%; B = -1%; C = 2%; D = -20; E = 2; F = -16%; G = 18µM*; H = -26%; I = 10%
O=C(CSc1nc2ccccc2[nH]1)Nc1ccc(N2CCOCC2)cc1
  A = -7%; B = 5%; C = 9%; D = -12; E = 9; F = 1%; G = x; H = x; I = -7%
CCOc1ccc(-c2nc(C#N)c(N3CCN(C)CC3)o2)cc1
  A = 3%; B = u; C = 0%; D = u; E = -23; F = -5%; G = 5%; H = -29%; I = 19%
Cc1ccc2c(c1)COc1c3ccc(C(=O)O)cc3nn1-2
  A = 5%; B = -5%; C = -27%; D = 4; E = 14; F = -18%; G = -2%; H = 1%; I = u
Cc1cccc(Cn2c(C(C)O)nc3ccccc32)c1 (stereo not drawn)
  A = 24%; B = -1%; C = -10%; D = 16; E = 0; F = -10%; G = -19%; H = u; I = -8%
CC1(C)CC(=O)C2=C(C1)N(c1ccccc1)C(N)=C(C#N)C2c1ccsc1 (stereo not drawn)
  A = 3%; B = -11%; C = 3%; D = -12; E = 0; F = 5%; G = -17%; H = -7%; I = -3%
COC(=O)c1cc(S(=O)(=O)N2CCC(c3cc(OC)ccc3OC)C2)c[nH]1 (stereo not drawn)
  A = 0%; B = u; C = -18%; D = -5; E = 4; F = -13%; G = -54%; H = -26%; I = 1%
COCCCNC(=O)CSc1nc2cc(OC)c(OC)cc2c2nc(-c3ccccc3)nn12
  A = -7%; B = x; C = x; D = x; E = -3; F = x; G = 1%; H = 17%; I = x
CC(=O)c1ccc(O)c(CSC2=NCCS2)c1
  A = 14%; B = u; C = -4%; D = 0; E = 1; F = -4%; G = 0%; H = -2%; I = -2%
CC(=O)OC1OCCOC1NC(=S)Nc1cccc(C(F)(F)F)c1 (stereo not drawn)
  A = -23%; B = -10%; C = 5%; D = -7; E = 18; F = 0%; G = -2%; H = u; I = 2%
Cc1ccc(S(=O)(=O)Nc2cc3c(cc2NCc2ccccc2)n(C)c(=O)n3C)c(C)c1
  A = 11%; B = x; C = x; D = x; E = -4; F = x; G = -20%; H = u; I = x

Screens: PubChem BioAssay, National Center for Advancing Translational Sciences (NCATS)
